High-throughput results (PubChem BioAssay)
LGR2 antag: inhibitors of bursicon-induced Drosophila LGR2 receptor cAMP signaling. AID 720647. inhibition, % at 9.99 µM. 380,000 compounds, 0.35% hits. HEK293 LGR2, CRE-luciferase, bursicon-stimulated, 4 h;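 active means drop in luminescence signal, shown as inhibition above about 50% in the replicate tests, limit read from the data, passing the limit was not always enough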;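 further: agonist challenge used bursicon conditioned medium at about half maximal strength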
Cneo AK release: causes C. neoformans cell lysis; adenylate kinase release luminescence, 4 h; normalised: neutral wells 0, clomiphene wells 100; lysis activity, % at 15 µM; 360,000 compounds, 0.2% hits;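 active means mean lysis activity across replicates of at least 80%, whatever share of replicates individually reach that level; inactive means mean lysis activity below 80%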
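Test system: log-phase Cryptococcus neoformans yeast cells; Quantity: yeast cell density of 5 × 10^6 cells/mL; Buffer or medium: YPD; Doses: single compound concentration per well; Timing: 4 h at 37 °C static, read 1 h later; Measured by: AK luminescence; Read-out basis: lysis from increased AK signal; Control set: Clomiphene as positive control.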
ERAP1 inh: ERAP1 (human) enzyme inhibition; 340,000 compounds, 0.15% hits; inhibition, % at 10.7 µM; Q9NZ08; recombinant ERAP1, Leu-AMC fluorescence, 60 min; AID 652197;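 active means mean replicate inhibition of at least 30%, or all replicates individually reaching that 30% level; inactive means mean below 30% and not every replicate reaching it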;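 further: 0% = neutral control wells and 100% = L-leucinethiol positive control wells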
Target sequence (Q9NZ08 whole entry, looked up): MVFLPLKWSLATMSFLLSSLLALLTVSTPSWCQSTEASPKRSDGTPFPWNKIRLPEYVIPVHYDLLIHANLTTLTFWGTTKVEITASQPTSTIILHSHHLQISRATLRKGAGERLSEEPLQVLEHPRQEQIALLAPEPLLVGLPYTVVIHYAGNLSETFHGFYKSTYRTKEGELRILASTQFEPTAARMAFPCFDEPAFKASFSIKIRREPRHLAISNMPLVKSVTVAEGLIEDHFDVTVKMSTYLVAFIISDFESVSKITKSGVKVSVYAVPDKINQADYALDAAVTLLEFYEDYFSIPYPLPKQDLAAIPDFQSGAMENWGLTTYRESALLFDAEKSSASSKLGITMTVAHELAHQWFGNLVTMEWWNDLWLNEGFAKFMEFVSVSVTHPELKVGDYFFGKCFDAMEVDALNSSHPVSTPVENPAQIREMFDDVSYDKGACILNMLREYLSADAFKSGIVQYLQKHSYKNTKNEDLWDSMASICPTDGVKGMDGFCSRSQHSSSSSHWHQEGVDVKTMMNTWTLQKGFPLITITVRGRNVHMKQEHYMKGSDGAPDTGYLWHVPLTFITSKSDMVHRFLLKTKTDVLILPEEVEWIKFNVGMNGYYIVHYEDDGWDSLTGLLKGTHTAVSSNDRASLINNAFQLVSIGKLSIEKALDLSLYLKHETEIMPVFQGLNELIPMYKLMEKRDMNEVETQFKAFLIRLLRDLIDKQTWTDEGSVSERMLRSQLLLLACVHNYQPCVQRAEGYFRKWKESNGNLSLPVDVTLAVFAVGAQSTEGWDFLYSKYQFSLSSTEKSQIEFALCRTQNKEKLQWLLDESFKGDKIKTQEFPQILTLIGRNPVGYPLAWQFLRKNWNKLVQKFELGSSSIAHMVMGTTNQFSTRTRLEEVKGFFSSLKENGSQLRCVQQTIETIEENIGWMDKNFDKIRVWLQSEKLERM
SIRT5 block: blocks human SIRT5 desuccinylation of peptide | Purified SirT5, succinyl-peptide AMC, trypsin-coupled fluorescence | inhibition, % at 15 µM | 330,000 compounds, 1.1% hits | AID 652115; in the data active means inhibition above about 15%
XiGFP reactiv: activators of X-chromosome reactivation in mouse fibroblasts. XiGFP mouse fibroblasts, % GFP-positive cells imaging, 3 d; cells co-treated with 5-aza-dC sensitizer; scaled so ellipticine positive control = 100%. activation, % at 7.58 µM. 360,000 compounds, 0.055% hits. AID 743238;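 active means mean normalized replicate activation at least 10% and every replicate at or above 10%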;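 further: 0% = median of on-plate neutral control wells and 100% = ellipticine 6 µM median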
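Assay system: SV40-immortalized XiGFP fibroblast cells, line 68-5-11; buffer or medium: DMEM plus 5-aza-dC sensitizer; compound: one concentration, pinned; timing: compounds 3 days, fix/stain 15 min at room temperature; benchmarks: positive control ellipticine, 6 µM final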
PGC1a acetyl inh: lowers PGC1a acetylation signal in U2OS cells; AlphaScreen anti-acetyl-lysine; with virally co-expressed GCN5 acetyltransferase; inhibition, % at 15.6 µM; 350,000 compounds, 0.17% hits; AID 651687;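 active means every replicate shows inhibition of at least 40%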;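 further: 0% = neutral control wells and 100% = positive control wells; some results beyond the cut were filed as inactive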
Statin myotox sup: suppression of simvastatin myotoxicity; 330,000 compounds, 0.78% hits; AID 602340; rescue of ATP level, % at 7.49 µM; C2C12 myotubes + simvastatin, ATP luminescence, 48 h; scaled: DMSO 0, geranylgeraniol control 100;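 active means mean ATP rescue above about 67%, or every replicate alone reaching that limit, limit read from the data, passing the limit was not always enough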;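 further: myotubes were challenged with 10 µM simvastatin during compound exposure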
S100A4 MyoIIA: inhibitors of human S100A4 binding to myosin IIA peptide; P26447; S100A4/TAMRA-MyoIIA peptide fluorescence polarization; inhibition, % at 10.7 µM; 360,000 compounds, 0.14% hits; AID 652163;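 active means mean inhibition of at least 70% across replicates, with every replicate also reaching that level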
Target sequence (P26447 whole entry, looked up): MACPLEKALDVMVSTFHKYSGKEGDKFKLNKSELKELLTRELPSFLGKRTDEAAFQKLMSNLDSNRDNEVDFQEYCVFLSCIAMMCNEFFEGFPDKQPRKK
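Test system: S100A4 monomer protein. Medium: HEPES buffer with Ca2+, pH 7.2. Reagent: fluorescent myosin IIA peptide, 5 nM. Compound dosing: single-point compound testing. Timing: 5 min between mix addition and reading. Benchmarks: DMSO neutral and TFP positive wells.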
Numbers without * were called inactive; . = no result given; & = joins results of further samples.

Below each SMILES: LGR2 antag | Cneo AK release | ERAP1 inh | SIRT5 block | XiGFP reactiv | PGC1a acetyl inh | Statin myotox sup | S100A4 MyoIIA
1. CNC[C@@H]1Oc2c(NS(=O)(=O)c3cn(C)cn3)cccc2C(=O)N([C@@H](C)CO)C[C@@H]1C
 : -7 | 2 | -4 | 0 | -0.1 | 30 | 10 | 11
2. CCCCCCCCCC(=O)N1c2ccccc2NC(=O)C1CC(=O)Nc1ccc(C(=O)O)cc1 (stereo not drawn)
 : 10 | -2 | . | 2 | . | -13 | -1 | -3
3. CC(=O)N/N=C(\N)c1nonc1N
 : -6 | 1 | 2 | 0 | 0.0 | 7 | -2 | -3
4. CC(NC(=O)c1ccccc1F)c1ccccc1 (stereo not drawn)
 : -3 | . | . | 2 | -0.2 | 12 | . | 2
5. CCN(c1ccccc1)S(=O)(=O)c1cccc(C(=O)NCc2ccccn2)c1
 : -7 | 1 | -3 | -4 | 0.9 | 10 | -8 | 3
6. CCCN1C[C@H](C)[C@@H](OC)CN(C)C(=O)c2cc(NC(=O)c3cccc(F)c3)ccc2OC[C@H]1C
 : 7 | 117* | -4 | 6 | -0.4 | -6 | 11 | 12
7. Cc1c(C)c2ccc(O[C@@H]3O[C@H](CO)[C@@H](O)[C@H](O)[C@H]3O)c(C)c2oc1=O
 : -1 | -5 | 4 | -1 | 0.3 | 5 | -4 | -2
8. CCOc1ccc(C(C(=O)NC2CCCCC2)N(CCOC)C(=O)c2snc(C(N)=O)c2N)cc1 (stereo not drawn)
 : 3 | 1 | 7 | 0 | 0.3 | -35 | -8 | 0
9. CO[C@@H]1CN(C)C(=O)c2cccc(C#N)c2OCC[C@@H]2CC[C@@H](OC)[C@@H](CN(C)C(=O)[C@H]1C)O2
 : 14 | 4 | -5 | -4 | 0.0 | . | 17 | 2
10. Cc1noc(C)c1NC(=O)Nc1ccc2c(c1)C(=O)N([C@H](C)CO)C[C@H](C)[C@@H](CN(C)Cc1ccccc1)OCCCC[C@@H](C)O2
 : 10 | 28 | 3 | -18 | 0.2 | 6 | . | 3
11. COc1ccc(CNC(=O)/C=C/c2cc([N+](=O)[O-])ccc2OC(F)F)cc1
 : -4 | -2 | 0 | -4 | . | 2 | 28 | 1
12. CC(=O)c1c(COC(=O)c2ccc(C)cc2)nc2ccccc2[n+]1[O-]
 : 4 | 2 | -2 | -2 | 0.1 | 9 | . | 1
13. CCS(=O)(=O)Nc1ccc2c(c1)C(=O)N(C)[C@@H]1CC[C@H](CC(=O)N[C@H]3CCN(Cc4ccccc4)C3)O[C@@H]1CO2
 : 8 | -1 | -12 | 3 | 0.0 | . | 11 | 2
14. Cc1cccc(NC(=S)N(CCN2CCOCC2)Cc2cc3cc4c(cc3[nH]c2=O)OCO4)c1
 : 1 | . | 0 | -2 | 0.0 | . | . | -4
15. O=C(Nc1ccccc1)C(O)C(O)C(=O)Nc1ccccc1 (stereo not drawn)
 : . | 1 | . | . | . | 6 | 0 | -2
16. C[C@@H]1CCCCO[C@H](CN(C)C(=O)Nc2ccc(F)cc2)[C@@H](C)CN([C@H](C)CO)C(=O)c2cc(N(C)C)ccc2O1
 : -5&15 | 0&1&-6 | 1&2&-2 | -3&0&0 | -0.1&0.0 | 5&-6&1 | -4&10 | 0&5&5
17. CC(C)c1cc(C(=O)N2CCCC(C(=O)c3ccc4ccccc4c3)C2)on1 (stereo not drawn)
 : 9 | -1 | 0 | 0 | 0.1 | . | 1 | 0
18. COCCC(=O)N1CCC(Oc2ccc(C(=O)N3C[C@@H](C)O[C@@H](C)C3)cc2)CC1
 : -11 | 0 | -8 | -1 | 0.1 | 8 | . | -1
19. CCOC(=O)CNc1ccc(OC(F)(F)F)cc1
 : . | 3 | 0 | -7 | 0.0 | 1 | -3 | -4
20. COc1cc(C)c(NC(=O)Cc2ccsc2)cc1OC
 : 4 | 1 | -2 | -2 | -0.1 | -2 | 2 | 2
21. Cc1cc(N2CCOCC2)n2ncc(-c3ccc(Cl)cc3)c2n1
 : . | 0 | 2 | -3 | 0.0 | 12 | . | -1
22. COc1cc(/C=N/NC(=O)c2ccc(O)cc2)ccc1OCC(=O)N1CC(C)OC(C)C1 (stereo not drawn)
 : -7 | 4 | 0 | -4 | 0.0 | 4 | . | 0
23. CC(=O)c1ccc(-n2c(CCC(=O)O)ccc2-c2ccccc2)cc1
 : -6 | -2 | 3 | 1 | -0.1 | 1 | 1 | -2
24. CC(=O)c1cccc(NC(=S)N2CCN(c3ccccn3)CC2)c1
 : 1 | 1 | 0 | -1 | 0.3 | -33 | 4 | 4
25. COc1ccc(OC)c(CCNC(=O)CCn2ccc3cc(S(=O)(=O)N4CCCC4)ccc32)c1
 : 3 | 0 | 1 | -2 | 0.1 | . | -10 | -7
26. Cn1c(Oc2ccccc2NCc2cccc(Br)c2)cc(=O)n(C)c1=O
 : -3 | 1 | . | . | . | -39 | 31 | .
27. C=CCN(c1ccccc1)S(=O)(=O)c1cccc(C(=O)NCc2ccncc2)c1
 : 12 | . | 5 | 5 | 0.0 | . | 17 | -13
28. C[C@@H]1CC2=C(C(=O)OC(C)(C)O2)[C@H](c2ccc(F)cc2)O1
 : -67 | . | -2 | -4 | 0.6 | . | . | -1
29. CCN1CCN(C(=O)c2ccc(Cl)c(S(=O)(=O)N3CCOCC3)c2)CC1
 : 0 | -3 | 4 | 0 | . | 17 | 12 | 5
30. CCCN=C1N(CC)C[C@@H]2[C@@H]3C(=O)N(C)C(=O)[C@@H]3[C@](Cc3ccccc3)(C(=O)OC)N12
 : -33 | 1 | 10 | 0 | 0.2 | . | 12 | -2
31. CCCNC(=O)N1C[C@H](C)[C@@H](OC)CN(C)C(=O)c2ccc(NS(C)(=O)=O)cc2OC[C@H]1C
 : 7 | 3 | 0 | -6 | 0.2 | -5 | 0 | -6
32. Cc1ncc(C(=O)Nc2ccccc2)[nH]1
 : -21 | -1 | -1 | 2 | 0.0 | 2 | -2 | 3
33. CN(C)C(=O)c1ccc(-c2ccc3c(c2)[C@@H]2[C@@H](CCN2C(=O)c2cnccn2)[C@H](CO)N3)cc1
 : 2 | 4 | -1 | 7 | 0.0 | 2 | -23 | 6
34. Cc1ccc(S(=O)(=O)c2nc(-c3ccccc3Br)oc2N(C)C)cc1
 : 4 | 3 | 0 | 0 | 0.0 | . | -5 | -5
35. COc1cc(CN(C)CC2CCCN(CCc3ccccc3F)C2)cc(Cl)c1OC (stereo not drawn)
 : 22 | 3 | -1 | -2 | 0.0 | 2 | -12 | -4
36. CN(C)C(=O)c1cccc(-c2ccc3c(c2)[C@H]2[C@H](CCN2Cc2ccccc2F)[C@@H](CO)N3)c1
 : -86 | -22 | . | . | 0.0 | 0 | 3 | .
37. C[C@@H]1CN([C@@H](C)CO)C(=O)c2cc(C#CC3CCCC3)cnc2O[C@H]1CN(C)S(=O)(=O)c1cccc(F)c1
 : 15 | 10 | -2 | 10 | -0.8 | 1 | -6 | 0
38. O=C(CSC1=Nc2ccccc2C2CC=NN12)Nc1ccc2c(c1)OCO2 (stereo not drawn)
 : -11 | 3 | -3 | -2 | -0.1 | . | 12 | -2
39. COc1cccc(NC(=O)N(C)C[C@@H]2Oc3cc(C#Cc4ccc(F)cc4)ccc3S(=O)(=O)N([C@H](C)CO)C[C@H]2C)c1
 : 1 | -4 | 1 | 14 | -1.3 | -25 | -59 | -27
40. O=C(Nc1ccccc1)N1CC(=O)N2[C@H](CO)[C@@H](c3ccc(C#CC4CC4)cc3)[C@@H]2C1
 : 1 | . | -2 | -5 | 0.6 | -3 | . | 1
41. O=C(C[C@H]1CC[C@@H](NC(=O)c2ccccc2)[C@H](CO)O1)NCc1ccc(Oc2ccccc2)cc1
 : 19 | 0 | -5 | -3 | -0.1 | 37 | 13 | 4
42. COc1ccc(C(=O)N2CCC(=O)N(C(CO)Cc3ccccc3)CC2)cc1 (stereo not drawn)
 : -14 | 1 | -1 | -8 | 0.0 | 0 | -5 | -3
43. CCOC(=O)Cc1cc(=O)n2[nH]c(-c3ccccc3)cc2n1
 : 2 | -1 | -1 | . | . | 9 | 3 | 1
44. CCCOc1ccc(N2C(=O)CC(N(Cc3ccco3)C(=O)CCC(=O)O)C2=O)cc1 (stereo not drawn)
 : -2 | -1 | -2 | -6 | 0.2 | -14 | 8 | -2
45. C[C@H]1CN([C@@H](C)CO)C(=O)c2cc(N(C)C)ccc2O[C@H]1CN(C)C
 : . | -1 | 2 | . | . | 8 | -13 | -23

Grouped by structure, those above containing bromine (two)
Below each SMILES: LGR2 antag | Cneo AK release | ERAP1 inh | SIRT5 block | XiGFP reactiv | PGC1a acetyl inh | Statin myotox sup | S100A4 MyoIIA
26. Cn1c(Oc2ccccc2NCc2cccc(Br)c2)cc(=O)n(C)c1=O
 : -3 | 1 | . | . | . | -39 | 31 | .
34. Cc1ccc(S(=O)(=O)c2nc(-c3ccccc3Br)oc2N(C)C)cc1
 : 4 | 3 | 0 | 0 | 0.0 | . | -5 | -5

More entries follow:
Below each SMILES: LGR2 antag | Cneo AK release | ERAP1 inh | SIRT5 block | XiGFP reactiv | PGC1a acetyl inh | Statin myotox sup | S100A4 MyoIIA
46. Cc1noc(C)c1NC(=O)Nc1ccc2c(c1)C(=O)N([C@@H](C)CO)C[C@H](C)[C@@H](CN(C)C(=O)Nc1ccc(C(F)(F)F)cc1)O2
 : 2 | 5 | -4 | 1 | 0.5 | 12 | -12 | 8
47. COc1ccccc1C1(O)C(=O)Nc2ccc(C)cc21 (stereo not drawn)
 : 8 | -1 | -3 | -6 | -0.1 | 2 | 20 | -1
48. Cc1c(C)c(C)c(S(=O)(=O)NCCc2ccncc2)c(C)c1C
 : 0 | 0 | 0 | -6 | 0.0 | 2 | -3 | 2
49. COc1cc(NC(=O)C/C(C)=N/NC(=O)Cc2ccccc2)c(OC)cc1Cl
 : 14 | -2 | . | . | 0.7 | 8 | 4 | .
50. C[C@H]1CCCCO[C@@H](CN(C)C(=O)Cc2ccccc2)[C@@H](C)CN([C@@H](C)CO)C(=O)c2cc(NC(=O)Cc3ccccc3)ccc2O1
 : -2 | 53 | -4 | 5 | 0.5 | -9 | 34 | -6
51. CO[C@H]1CN(C)C(=O)c2cc(NS(C)(=O)=O)ccc2OC[C@@H](C)NC[C@@H]1C
 : 7 | . | 0 | -2 | 0.4 | -14 | . | -6
52. Cc1ccc(OCC2Cn3c(nc4c3c(=O)[nH]c(=O)n4C)O2)cc1 (stereo not drawn)
 : -14 | 0 | . | . | . | -28 | 7 | .
53. C[C@H](CO)N1C[C@H](C)[C@H](CN(C)C(=O)Nc2cccc3ccccc23)Oc2ncc(-c3ccccc3)cc2C1=O
 : 9 | -3 | 1 | -3 | -0.9 | 4 | 47 | 26
54. O=C(NCc1ccc2c(c1)OCO2)c1ccc(CS(=O)(=O)Cc2cccc(Cl)c2)o1
 : 9 | . | -4 | -8 | 0.1 | -5 | . | 3
55. O=C(Nc1ccc(C(=O)OC2CCCCC2)cc1)c1ccncc1
 : 8 | 1 | 1 | -1 | 0.0 | . | -36 | 4
56. CCN(C(=O)c1ccc(=O)[nH]c1)c1c(N)n(Cc2ccccc2)c(=O)[nH]c1=O
 : -4 | 1 | 0 | -3 | 0.0 | 6 | 1 | -5
57. C[C@H]1CN([C@@H](C)CO)C(=O)c2cc(C#Cc3ccccc3F)cnc2O[C@H]1CN(C)C(=O)C1CCOCC1
 : 5 | -2 | 1 | 2 | 0.5 | 1 | -36 | 11

A portion of the library; count on the stated rates, not on these rows.
